Assay outcomes deposited in PubChem by National Center for Advancing Translational Sciences (NCATS).
RXFP1 antagonist = RXFP1 (human) relaxin receptor antagonism; activity change, negative = inhibition, % at 57.5 µM; 0.59% of 350,000 active; HEK293-RXFP1, relaxin-stimulated cAMP HTRF, 30 min; hits give low values; AID 1259400;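 active = activity change of -60% or lower, but not beyond a set lower limit; inconclusive = change between -60% and -40%, or beyond the set limit; inactive = change above -40%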; note: % is set by controls: 0 for no effect and ±100 for the full control effect
Target sequence (Q9HBX9 whole entry, looked up): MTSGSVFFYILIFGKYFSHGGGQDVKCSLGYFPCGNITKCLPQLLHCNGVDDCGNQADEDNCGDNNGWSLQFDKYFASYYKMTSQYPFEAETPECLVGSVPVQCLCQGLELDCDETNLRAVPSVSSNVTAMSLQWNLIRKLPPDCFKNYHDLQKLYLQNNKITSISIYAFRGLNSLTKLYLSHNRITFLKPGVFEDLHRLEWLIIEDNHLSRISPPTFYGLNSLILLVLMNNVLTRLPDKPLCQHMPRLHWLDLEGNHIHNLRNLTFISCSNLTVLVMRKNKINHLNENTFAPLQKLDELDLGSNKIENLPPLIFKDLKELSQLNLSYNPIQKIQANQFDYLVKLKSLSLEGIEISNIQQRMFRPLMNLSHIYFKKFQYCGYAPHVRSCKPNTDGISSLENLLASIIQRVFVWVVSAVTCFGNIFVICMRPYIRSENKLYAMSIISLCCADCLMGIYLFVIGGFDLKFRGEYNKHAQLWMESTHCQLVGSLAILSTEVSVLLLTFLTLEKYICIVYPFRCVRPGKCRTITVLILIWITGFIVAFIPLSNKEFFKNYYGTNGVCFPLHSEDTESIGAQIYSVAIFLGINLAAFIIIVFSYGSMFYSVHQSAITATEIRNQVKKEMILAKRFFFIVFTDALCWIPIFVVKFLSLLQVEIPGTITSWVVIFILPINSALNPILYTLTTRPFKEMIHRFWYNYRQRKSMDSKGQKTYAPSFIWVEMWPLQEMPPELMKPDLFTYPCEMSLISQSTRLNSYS
D1 ag = human D1 receptor agonism; activation, % at 2 µM; HEK293 T-REx D1 cells, calcium flux, agonist mode; 1% of 360,000 active; P21728; note: 0% is about no effect
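Agonism was scored from calcium flux recorded over 180 s (1 read/s) after pintool compound addition, following a 10-cycle baseline. Cells were inducible force-coupled HEK293 TREx D1, plated overnight at 30 C and loaded with no-wash calcium dye.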
D2 antagonist = D2 dopamine receptor (human) antagonism | P14416 | HEK293 TREx D2 cells, calcium flux, dopamine EC80 | inhibition, % at 10 µM | 2% of 340,000 active; in the data active = inhibition above about 30%; note: 0% is about no effect
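Dopamine at EC80 is the agonist stimulus; test compounds precede it by 180 s. Calcium flux read kinetically in a force-coupled, inducible HEK293 T-REx D2 cell line.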
D1 antag = blocks dopamine activation of the human D1 receptor; HEK293 TREx D1 cells, calcium flux, dopamine EC80; hits give low values; activity change, negative = inhibition, % at 10 µM; P21728; 3.2% of 360,000 active; in the data active = activity change below about -30%; note: % is set by controls: 0 for no effect and ±100 for the full control effect
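Antagonism measured as reduced calcium response to an EC80 dopamine addition following 180 s compound pre-read; cells were inducible HEK293 Trex D1 plated overnight at 30 C, read kinetically at 1 cycle/sec.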
D2 potentiator = positively modulates the human D2 dopamine receptor allosterically; P14416; HEK293 T-REx D2, calcium flux, EC20 dopamine potentiation; potentiation, % at 10 µM; 0.34% of 340,000 active; AID 485347;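 active = potentiation over 3 SD above the plate norm, cut at about 30% in these data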; note: 0% is about no effect
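Primary screen. Calcium kinetics in induced HEK293 T-REx D2 cells: compound pre-addition 180 s, EC20 dopamine, 180 s more.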
D2 ag = agonists of human D2 dopamine receptor | AID 485358 | 0.53% of 340,000 active | HEK293 T-REx D2 cells, calcium flux agonist mode | activation, % at 2 µM | P14416;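 active = activation over 3 SD above normal in the single-dose calcium agonist read, cut at about 30% in these data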; note: 0% is about no effect
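Agonism scored from kinetic calcium signal (1 read/sec, 180 s) following compound pin transfer, after a 10 s baseline. Cells: HEK293 Trex line expressing inducible D2 receptor coupled to calcium, dye-loaded after overnight culture at 30 C.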
TRHR ag = TRH receptor (human) agonism; 0.18% of 360,000 active; activation, % at 2 µM; TRHR cells, calcium flux fluo-8, FDSS agonist mode; P34981; note: 0% is about no effect
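Agonist-mode FDSS calcium read (Ex 480/Em 530, 1 s cycles) in 1536-well TRHR cells with fluo-8 dye, after 10-cycle baseline and 23 nL compound addition; TRH at EC20 (10 nM final) added afterwards for the enhancer phase.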
D1 potentiator = potentiators of human D1 dopamine receptor; 0.036% of 360,000 active; AID 504651; P21728; HEK293 TREx D1 cells, calcium flux, dopamine EC20 potentiation; potentiation, % at 10 µM; in the data active = potentiation above about 30%; note: 0% is about no effect
TRHR enhancer = allosteric enhancers of human TRH receptor. P34981. TRHR cells, fluo-8 calcium fluorescence, EC20 TRH enhancement. enhancement, % at 2 µM. 0.66% of 360,000 active; in the data active = enhancement above about 30%; note: 0% is about no effect
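TRHR-expressing cells loaded with fluo-8 calcium dye were read kinetically (ex 480/em 530) during compound addition, then stimulated with an EC20 of TRH (10 nM final). Enhancement of the Gq-mediated intracellular calcium response was scored.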
Starred values were filed as active, the others as inactive; ? = inconclusive; . = not tested or not shown. Cut-off read from the data, not from the text of the source, unless noted: active = activation above about 30%; inactive = the rest.

nr	canonical_smiles	RXFP1 antagonist	D1 ag	D2 antagonist	D1 antag	D2 potentiator	D2 ag	TRHR ag	D1 potentiator	TRHR enhancer
1	CCC(C)(C(=O)NC1CCCC1)N(C)C(=O)Cc1c[nH]c2ccccc12 (stereo unspecified)	5.4	-0.5	-16.1	-4.5	1.3	0.2	-0.3	-1.9	-8.7
2	Cc1ccc(-c2nc3sc(CCNC(=O)c4ccco4)c(C)n3n2)cc1	.	-0.3	.	.	-6.6	1.1	-0.2	-2.2	4.9
3	Cc1ccc(C2CC(=O)Nc3c2ccc2ccccc32)cc1[N+](=O)[O-] (stereo unspecified)	1.3	2.8	2.4	3.4	-5.2	6.1	0.4	-0.6	3.6
4	Cc1ccc2nsnc2c1S(=O)(=O)N1CCN(Cc2ccc3c(c2)OCO3)CC1	-22.8	3.9	6.6	-7.2	1.7	-0.5	-0.2	-11.3	1.7
5	Cc1ccc(-n2ncc3c(Nc4cccc(C)c4C)ncnc32)cc1	?	-2.3	.	-32.4*	-13.4	0.1	0.2	-3.0	-5.5
6	CCn1cc(C(=O)N[C@H](C(=O)NCCO)C(C)C)c(=O)c2cc3c(cc21)OCO3	9.3	2.3	-1.1	-10.5	-4.0	-0.2	0.6	-3.5	-2.5
7	CCOc1ccc2c(c1)C(C)=CC(C)(C)N2S(=O)(=O)c1ccc(F)cc1	0.2	2.2	-8.4	7.3	2.0	-1.9	0.1	-3.1	-3.1
8	C[C@H](O)[C@H](O)[C@H]1CNc2nc(N)[nH]c(=O)c2N1	.	-2.4	21.6	3.9	10.9	-0.5	0.0	-4.1	4.8
9	COC(=O)CC(=O)CSc1nc2c(cc1C#N)CCCCC2	-8.8	4.3	-9.8	5.2	6.7	0.0	0.2	0.3	-0.3
10	COc1ccc(S(=O)(=O)N2CCOCC2)cc1NC(=O)Cc1c(Cl)cccc1Cl	3.8	1.6	0.9	-12.4	-1.8	-0.2	-0.1	-2.3	-3.8
11	O=C(Nc1ccc2oc(=O)ccc2c1)c1ccccc1[N+](=O)[O-]	3.7	2.7	-2.0	4.7	2.9	0.1	0.3	-3.5	-2.6
12	O=C(Nc1cccc2ccccc12)c1ccc([N+](=O)[O-])o1	15.1	-2.5	1.5	-6.7	-11.4	0.2	-0.1	-8.2	-10.5
13	O=C(COC(=O)c1cccnc1Cl)NCCCc1ccccc1	5.1	1.6	5.8	-3.4	13.3	0.2	-0.5	-3.8	-5.9
14	COc1cc(C2NCCc3c2[nH]c2ccccc32)ccc1OC(C)C (stereo unspecified)	.	26.5	.	-4.6	.	.	1.4	-0.2	-1.4
15	Cc1cc(C)cc(Nc2cc(C(=O)NC3CCC(C)CC3)c3ccccc3n2)c1 (stereo unspecified)	.	1.7	.	8.3	-0.1	0.4	0.4	-2.0	33.1*
16	CC(NC(=O)c1cccc(S(=O)(=O)N(C)C)c1)c1nc2ccccc2[nH]1 (stereo unspecified)	3.3	2.2	10.8	16.1	1.1	-0.5	0.2	0.9	-1.8
17	Cc1cccc(C)c1NC(=O)CCCN1C(=O)CCn2nc(-c3cn(C)c4ccccc34)cc21	-14.6	1.0	.	3.7	-9.0	0.4	-1.1	-2.8	-1.6
18	O=C(CS(=O)(=O)c1ccccc1Cl)N1CCOCC1	-7.1	2.5	12.6	-22.1	6.7	-1.8	0.1	1.1	5.1
19	COc1ccc(CNC(=O)Cc2c(C(=O)O)[nH]c3ccccc23)cc1	-8.0	3.8	7.8	48.4	-7.9	-0.2	8.6	-5.0	-16.0
20	O=C(COc1ccccc1F)N1CCCc2ccccc21	-3.7	6.7	0.9	-6.0	0.3	0.8	-0.5	27.2	-0.5
21	O=C(CCS(=O)(=O)c1nc(-c2cccs2)cc(C(F)(F)F)n1)Nc1ccc(Br)cc1	-108.3*	3.2	.	-13.4	6.5	.	0.4	-1.6	-3.7
22	COc1ccc(OC)c(NC(=O)CSc2nnc(-c3cccnc3)s2)c1	-1.9	0.7	-0.3	3.2	-1.7	-0.8	0.2	-0.4	-3.5
23	COc1ccc(CCn2c(-c3ccc(F)cc3)nc3c(c(=O)c4ccccc4n3C)c2=O)cc1OC	-29.1	7.2	-12.3	-2.7	8.1	-0.1	-0.5	-0.2	1.7
24	CC(Oc1ccccc1)C(=O)N=Nc1c(O)[nH]c2ccc(Br)cc12 (stereo unspecified)	4.8	0.5	10.3	-35.8*	-0.4	2.6	-0.7	-5.0	-8.4
25	Cc1ccc(C)c(N2C(=O)CN=C2Nc2ccccc2Cl)c1	0.0	0.4	10.6	0.8	-3.1	-0.1	-0.9	-6.2	8.5
26	CCOc1ccccc1-n1c(SC(C)C(=O)NCC2CCCO2)nc2ccccc2c1=O (stereo unspecified)	2.1	7.9	12.2	13.2	-7.2	-0.7	-0.3	10.4	-2.7
27	CCOC(=O)/C(=N/Nc1ccc(OC)cc1)Sc1nnc(CCc2ccccc2)n1-c1ccccc1	-14.7	-0.3	-2.7	21.6	2.6	-0.6	-1.5	-0.4	2.6
28	COc1ccc(S(=O)(=O)N2CCOCC2)cc1NC(=O)CSc1cccc[n+]1[O-]	4.9	3.4	-12.8	-2.7	2.6	0.0	1.6	8.7	4.4
29	CCOC(=O)c1nn(-c2ccc(F)cc2)c2nc(-c3ccccc3)c(C#N)c(=O)n12	.	3.9	5.6	-12.5	7.1	-1.2	-0.5	-6.5	-4.6
30	CC(=O)c1ccc(-c2ccc(C(=O)N3CCN(c4ccc(F)cc4)CC3)o2)cc1	-4.6	2.3	5.8	-9.0	-4.0	-3.1	1.6	-9.8	-5.7
31	O=C(CCCN1C(=O)NC2(CCCC2)C1=O)N1CCN(S(=O)(=O)c2ccccc2)CC1	0.0	-0.1	5.5	21.4	11.6	0.2	0.4	-3.7	12.2
32	CC(=O)c1cc(CN2CCN(C3CCN(C(C)C)CC3)C(CCO)C2)cs1 (stereo unspecified)	13.0	0.2	.	1.9	.	.	0.7	11.5	3.9
33	CC(O)c1nc2ccccc2n1Cc1ccccc1 (stereo unspecified)	7.4	5.9	.	-2.0	.	.	0.1	4.6	3.1
34	Cc1ccc(C)c(NC(=O)CSc2cn(CC(=O)N3CCCCC3)c3ccccc23)c1	0.8	5.0	.	5.3	-6.0	0.8	0.0	2.2	5.6
35	Cc1cccc(N2CCN(S(=O)(=O)c3cccc4nonc34)CC2)c1C	1.1	2.1	-6.9	5.2	1.3	0.9	0.4	0.4	7.3
36	CC1(c2ccccc2)NC(=O)N(CC(=O)Nc2ccc([N+](=O)[O-])cc2)C1=O (stereo unspecified)	-15.6	2.5	-0.4	-12.2	-16.2	2.1	0.6	-14.1	-4.7
37	COc1ccc2oc(C(=O)Nc3ccc(C)cn3)c(C)c2c1	23.3	-0.1	-2.8	-2.9	-6.1	0.3	0.3	-3.6	2.9
38	CCC(NS(=O)(=O)c1c(C)[nH]c(=O)[nH]c1=O)C12CC3CC(CC(C3)C1)C2 (stereo unspecified)	-4.5	2.0	8.8	29.6	-3.5	1.2	0.0	1.9	-0.6
39	Cc1ccc(S(=O)(=O)NCC(=O)OC(C(=O)c2ccccc2)c2ccccc2)cc1 (stereo unspecified)	-12.0	2.4	-19.1	5.6	14.0	0.2	0.6	5.8	-4.9
40	COC(=O)c1sccc1NC(=O)CSc1ccccc1NS(=O)(=O)c1cc(Cl)ccc1Cl	-6.4	2.1	11.5	-9.8	-0.9	0.2	0.2	-2.0	9.1

Ordered by molar mass (descending): some entries from above
nr	canonical_smiles	RXFP1 antagonist	D1 ag	D2 antagonist	D1 antag	D2 potentiator	D2 ag	TRHR ag	D1 potentiator	TRHR enhancer
40	COC(=O)c1sccc1NC(=O)CSc1ccccc1NS(=O)(=O)c1cc(Cl)ccc1Cl	-6.4	2.1	11.5	-9.8	-0.9	0.2	0.2	-2.0	9.1
31	O=C(CCCN1C(=O)NC2(CCCC2)C1=O)N1CCN(S(=O)(=O)c2ccccc2)CC1	0.0	-0.1	5.5	21.4	11.6	0.2	0.4	-3.7	12.2
39	Cc1ccc(S(=O)(=O)NCC(=O)OC(C(=O)c2ccccc2)c2ccccc2)cc1 (stereo unspecified)	-12.0	2.4	-19.1	5.6	14.0	0.2	0.6	5.8	-4.9
32	CC(=O)c1cc(CN2CCN(C3CCN(C(C)C)CC3)C(CCO)C2)cs1 (stereo unspecified)	13.0	0.2	.	1.9	.	.	0.7	11.5	3.9
35	Cc1cccc(N2CCN(S(=O)(=O)c3cccc4nonc34)CC2)c1C	1.1	2.1	-6.9	5.2	1.3	0.9	0.4	0.4	7.3
36	CC1(c2ccccc2)NC(=O)N(CC(=O)Nc2ccc([N+](=O)[O-])cc2)C1=O (stereo unspecified)	-15.6	2.5	-0.4	-12.2	-16.2	2.1	0.6	-14.1	-4.7
37	COc1ccc2oc(C(=O)Nc3ccc(C)cn3)c(C)c2c1	23.3	-0.1	-2.8	-2.9	-6.1	0.3	0.3	-3.6	2.9

Next section.
Order of values: RXFP1 antagonist	D1 ag	D2 antagonist	D1 antag	D2 potentiator	D2 ag	TRHR ag	D1 potentiator	TRHR enhancer
41. Cc1cccc2nc(-c3cccc(NC(=O)Cc4ccccc4)c3)cn12
    0.5	1.1	-12.9	0.6	10.8	-0.8	-0.5	-1.1	11.5
42. Cc1noc(C)c1S(=O)(=O)N1CCC(C(=O)c2ccccc2)CC1
    -1.7	-0.6	4.8	2.4	2.2	0.4	0.0	0.8	-0.9
43. Cc1cc(C)nc(NS(=O)(=O)c2ccc(NC(=O)COc3ccc(Cl)cc3C)cc2)n1
    .	-0.7	.	-48.6*	-1.2	0.4	-0.2	-1.6	13.0
44. Cc1ccc(N2C(=O)C(CN3CCOCC3)C2c2ccccc2)cc1 (stereo unspecified)
    3.4	12.8	-5.3	18.9	-2.3	-0.5	0.2	0.3	-0.9
45. O=C1OC(c2ccc3c(c2)OCO3)N(C(=O)c2ccc(Cl)c(Cl)c2)c2ccccc21 (stereo unspecified)
    ?	-2.0	29.0	11.3	-3.3	0.1	0.2	0.7	-1.6
46. Cc1cc2c(cc1S(=O)(=O)Nc1cccc(C)c1C)OCC(=O)N2
    10.2	4.2	1.9	-2.7	5.4	0.1	-0.3	1.6	-1.3
47. O=C(NCCN1CCCCC1)c1ccc(/C=N/O)nc1
    4.7	0.2	4.6	2.5	4.8	-0.2	0.3	-6.0	28.0
48. Cc1ccc(C)c(/C=N/Nc2ccccn2)c1
    -13.1	0.4	8.0	15.0	8.3	-6.4	-0.6	13.8	2.7
